# OXTR ag – human OXTR agonists, primary screen, fluorescence, CHO-OTR cells, Fluo-8 calcium; Fluo-8 calcium fluorescence; normalized: DMSO 0%, oxytocin 100%; 320,000 tested, 0.32% active; Oxytocin receptor (Homo sapiens), P30559; activation, % at 3 µM;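 active means activation above the mean of all tested compounds plus 3 SD, cutoff set per screening run, cut at about 20% in these data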;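 further: peak over basal fluorescence ratio from a 100 s FLIPR kinetic read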
# PfM18AAP inh – PfM18AAP inhibitors, malaria aminopeptidase, primary screen, biochemical, QFRET, recombinant enzyme; 290,000 tested, 1.2% active; M18 aspartyl aminopeptidase (Plasmodium falciparum 3D7); inhibition, % at 7.35 µM; H-Glu-NHMec fluorogenic cleavage;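 active means inhibition above the campaign mean inhibition over all tested compounds plus 3 SD, cut at about 28% in these data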;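 further: 0% = plate median of test compound wells and 100% = 2 mM ZnCl2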
# OXTR potentiate – human OXTR potentiators, primary screen, fluorescence, CHO-OTR cells, Fluo-8 calcium. Fluo-8 calcium fluorescence, potentiator mode; 0% = oxytocin EC15, 100% = EC100. activation, % at 3 µM. 320,000 tested, 0.061% active. AID 2445, 2010;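 active means activation above that plate's cutoff, the mean activation of tested compounds plus 3 SD, cut at about 6.6% in these data, passing the limit was not always enough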;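 further: 100% uses oxytocin at 75 nM as the full agonist control; some results filed as inactive read as strong as hits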
#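 Dosing: Single dose, 3.0 µM nominal final compound concentration | Material: Human OTR in CHO cells | Technique: Kinetic Fluo-8 calcium fluorescence | Benchmarks: EC15 oxytocin alone as 0%, 75 nM oxytocin as 100% | Probe or stimulus: Oxytocin at about EC15, sub-maximal agonist stimulus | Incubation: Compound 6 min at room temperature before oxytocin, 100 s read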
# NALP1 yeast inh – NALP1 inflammasome inhibitors in reconstituted yeast, colorimetric, S. cerevisiae, triplicate retest; S. cerevisiae NALP1/ASC/caspase-1 growth, X-gal OD620, 72 h; inhibition, % at 10 µM; 280,000 tested, 0.61% active; AID 2071, 2009; in the data active means inhibition mostly above about 24%, no sharp cut-off; inactive means mostly below about 32%; further: some compounds called inactive have numbers as strong as hits
# MEKK2 mut-MEK5 – MEK5 binding signal on mutant MEKK2 PB1, primary screen, biochemical, multiplex bead flow cytometry, Alexa488-MEK5. Alexa488-MEK5 binding to MEKK2 mutant. percent response, % at 10 µM. AID 1530, 2009. 290,000 tested, 0.35% active; in the data active means percent response above about 24%, passing the limit was not always enough; further: inactives centre near 1; some results filed as inactive read as strong as hits
# GPR7 antagonist – GPR7 receptor antagonists, primary screen, cell-based, fluorescence, single concentration | Neuropeptides B/W receptor type 1 (Homo sapiens), P48145 | GPR7-expressing cells, fluorescence antagonist assay | inhibition, % at 4.4 µM | 290,000 tested, 1.1% active; in the data active means inhibition above about 16%, passing the limit was not always enough;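 further: cells stimulated with the agonist NPW; 0% = agonist with vehicle and 100% = vehicle without agonist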
# Target sequence (P48145 whole entry, looked up): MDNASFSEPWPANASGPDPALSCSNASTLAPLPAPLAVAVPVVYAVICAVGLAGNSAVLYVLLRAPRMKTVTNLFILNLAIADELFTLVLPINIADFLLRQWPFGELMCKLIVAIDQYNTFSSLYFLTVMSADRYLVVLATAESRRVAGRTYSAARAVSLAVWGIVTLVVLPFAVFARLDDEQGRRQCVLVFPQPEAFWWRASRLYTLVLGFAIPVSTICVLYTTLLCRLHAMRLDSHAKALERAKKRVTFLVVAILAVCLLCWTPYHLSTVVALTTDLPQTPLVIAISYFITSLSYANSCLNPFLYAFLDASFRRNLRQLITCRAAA
# V1R ag counter – agonists of human V1a receptor, primary screen, counter-screen for OXTR agonist project, fluorescence, CHO-V1R cells; Fluo-8 calcium fluorescence, agonist mode; 0% DMSO, 100% 3 nM vasopressin; activation, % at 3 µM; 320,000 tested, 0.25% active; AID 2797, 2010;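 active means activation above the mean activation of all tested compounds plus 3 SD, per screening run, cut at about 20% in these data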;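 further: signal is peak over basal fluorescence ratio across a 100 second FLIPR read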
# Target sequence (P37288 whole entry, looked up): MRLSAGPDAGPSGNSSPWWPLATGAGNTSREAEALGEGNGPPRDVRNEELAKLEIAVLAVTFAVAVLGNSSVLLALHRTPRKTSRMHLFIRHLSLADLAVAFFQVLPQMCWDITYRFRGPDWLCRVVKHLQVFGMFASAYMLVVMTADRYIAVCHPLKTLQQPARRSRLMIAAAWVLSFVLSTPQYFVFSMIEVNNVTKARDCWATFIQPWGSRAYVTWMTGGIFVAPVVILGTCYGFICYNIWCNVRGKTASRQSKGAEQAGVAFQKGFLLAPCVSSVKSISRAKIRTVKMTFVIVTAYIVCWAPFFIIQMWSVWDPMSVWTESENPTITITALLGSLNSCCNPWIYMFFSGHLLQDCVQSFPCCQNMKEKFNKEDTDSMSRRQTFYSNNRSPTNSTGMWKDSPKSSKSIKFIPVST
# GalR3 antag – GalR3 antagonists in HEK293 cells, primary screen, cell-based, fluorescence readout; 360,000 tested, 0.44% active; HEK293 GalR3-CNG cAMP membrane potential fluorescence; galR3 body fused to GalR1 C-terminus; inhibition, % at 3 µM; Galanin receptor type 3 (Homo sapiens), O60755; AID 651719, 2012;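 active means inhibition above the screen-wide average plus 3 SD, cut at about 13% in these data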;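 further: forskolin and galanin both at EC90 stimulate the cells; cAMP rise reported by CNG channel membrane potential dye signal; 0% = forskolin plus galanin with DMSO and 100% = forskolin alone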
# Target sequence (O60755 1-299 limits assumed): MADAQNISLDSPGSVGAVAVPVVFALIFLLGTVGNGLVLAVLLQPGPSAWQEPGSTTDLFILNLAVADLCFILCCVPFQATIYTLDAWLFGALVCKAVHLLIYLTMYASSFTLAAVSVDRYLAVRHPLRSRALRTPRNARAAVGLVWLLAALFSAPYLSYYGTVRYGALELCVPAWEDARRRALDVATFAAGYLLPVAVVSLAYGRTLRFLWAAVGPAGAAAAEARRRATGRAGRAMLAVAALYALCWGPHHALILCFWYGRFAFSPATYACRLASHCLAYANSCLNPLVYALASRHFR
# MEKK2 WT-MEK5 – modulators of MEK5 binding to wildtype MEKK2, primary screen, biochemical, multiplex bead flow cytometry, Alexa488-MEK5; Alexa488-MEK5 binding to MEKK2 WT; actives lie on both sides; binding response (% of control), % at 10 µM; 290,000 tested, 1.1% active; in the data active means binding response below about 67% or above about 130%
# * marks the source's active call; other numbers are inactive results; x = not tested or not shown; & = joins results of further samples.
SMILES,OXTR ag,PfM18AAP inh,OXTR potentiate,NALP1 yeast inh,MEKK2 mut-MEK5,GPR7 antagonist,V1R ag counter,GalR3 antag,MEKK2 WT-MEK5
Cc1ccc(S(=O)(=O)Nc2c(C)nc3nc(C)[nH]n3c2=O)c(C)c1,-0.7,-5,-5,10,-2,-9,-0.1,-1,95
CCOc1ccc(CNC(=O)C2CCCN(S(=O)(=O)N3CC(C)CC(C)C3)C2)cc1OC (stereo unspecified),-1.2,-1,0,14,5,-13,0.9,2,98
CC(C)Cn1c(SCC(=O)O)nnc1-c1cccc(S(=O)(=O)N2CCOCC2)c1,1.4,x,-6,x,x,x,0.6,3,x
C/C(CC(=O)Nc1cc(C)ccn1)=N\NC(=O)c1ccccc1C,1.1,-3,3,14,-2,-11,0.8,-3,95
Cc1ccc(C(=O)NCC(=O)OCC(=O)N(CC(C)C)c2c(N)n(Cc3ccccc3)c(=O)[nH]c2=O)cc1C,1.4,x,-4,x,x,x,-0.1,-2,x
CCC(C)N1C(=S)SC(C)(C)C1N(O)C(=O)NC1CCCCC1 (stereo unspecified),-2.0,2,-3,-8,6,-16,-0.6,0,95
O=C(COC(=O)CNC(=O)c1cccs1)Nc1ccccc1C(F)(F)F,0.5,-3,-11,-4,0,0,0.3,-6,97
OC[C@H]1O[C@@H](Oc2cc(O)cc(/C=C/c3ccc(O)cc3)c2)[C@H](O)[C@@H](O)[C@@H]1O,0.7,40*,5,2,2&4,-7,-0.1,x,100&101
Cc1nc(N)ncc1C(=O)Nc1ccccc1,0.2,5,-10,12,1,-13,-0.5,0,102
CC1=CC=CC2=NC(=O)CC(C)(C(=O)O)N12 (stereo unspecified),0.4,-5,0,-11,-7,7,0.2,-4,96
N#C/C(=C\c1cccs1)C(=O)Nc1nccs1,0.0,4,-3,-7,2,-10,-0.1,-6,100
CCOC(=O)C1=NNC(C(=O)c2ccccc2)C1c1ccc(Cl)cc1 (stereo unspecified),-2.7,1,-12,x,-23,-9,0.2,-2,91
C=CCNC(=O)/C(C#N)=C/c1cn(-c2ccccc2)nc1-c1cccs1,-2.3,3,-10,4,-2,-5,0.7,-4,98
COc1ccc(C(=O)C(Sc2nnc(C)c(=O)[nH]2)c2ccc(OC)cc2)cc1 (stereo unspecified),0.7,3,-2,x,-12,14,0.6,-6,84
CCCC(=O)N=C1SC2CS(=O)(=O)CC2N1c1ccc(CC)cc1 (stereo unspecified),1.0,-13,2,4,x,-2,0.8,-6,x
CCOC(=O)C1CCN(c2ncnc3c2cnn3-c2ccc(OC)cc2)CC1,-0.7,-9,2,12,-1,-14,1.4,-3,107
Cc1ccc(NC(=O)C2C(=O)N(CCO)C3(C)CC2c2ccccc2O3)cc1 (stereo unspecified),-0.7,2,0,0,4,4,0.1,4,105
O=C(CSc1n[nH]c(-c2ccncc2)n1)Nc1ccccc1C(F)(F)F,-0.2,4,-3,13,0,0,-0.7,-8,96
Cc1ccc(S(=O)(=O)N2CCC(C(N)=O)CC2)cc1C(=O)NC1CCCCC1,1.5,x,-4,x,x,x,0.7,-4,x
CCCN1C/C(=C/c2cccc([N+](=O)[O-])c2)C(=O)/C(=C/c2cccc([N+](=O)[O-])c2)C1,x,-3,x,-8,-2,-3,x,-5,100
CCC(C)(C)NC(=O)CN(Cc1ccc2c(c1)OCO2)C(=O)CCC(=O)Nc1ccccn1,9.7,-1,-9,8,1,-6,0.0,-1,103
Cc1cc(=O)[nH]c(-c2ccc(C(F)(F)F)cc2)n1,-0.8,2,-9,0,-1,-16,-2.5,-5,105
Cc1cccc(NC(=O)NNC(=O)c2cc3occc3[nH]2)c1C,4.5,46*,-3,19,0,-9,0.4,-1,97
COc1ccc(C(=O)CSc2nnc(NC(=O)C3CC(=O)N(c4ccccc4C)C3)s2)cc1 (stereo unspecified),0.7,1,-5,27,7,-4,-0.3,-6,103
O=C(CN1C(=O)NC2(CCCCC2)C1=O)NCC(=O)Nc1ccc(F)c(F)c1,-0.5,x,-5,x,x,x,-0.5,-2,x
COc1cccc(CNC(=O)CCC2CCCN(C(=O)c3ccccc3N(C)C)C2)c1 (stereo unspecified),0.0,-4,-6,0,7,-16,0.5,-2,112
O=C(NCCCN1CCN(c2cccc(Cl)c2)CC1)C1(S(=O)(=O)c2ccc(Cl)cc2)CC1,6.7,0,-17,0,6,-3,5.9,-7,123
C/C(=N\OCC(=O)Nc1ccc(Br)cc1)c1cccs1,-1.4,-3,-25,10,-12,-5,-0.4,-1,80
c1ccc(Cn2nnc(CNc3ccccc3)c2-c2c(CNc3ccccc3)nnn2Cc2ccccc2)cc1,-1.4,x,-13,x,1,x,-0.6,x,93
Cc1nc2sccn2c(=O)c1S(=O)(=O)Nc1ccc(N2CCOCC2)c(Cl)c1,12,5,-11,13,-2,-2,9.8,x,100
CCCCc1cc(=O)oc2cc(O)ccc12,1.9,0,-1,10,-2,-3,2.0,5,102
Cc1cccc(N(C(=O)c2snc(C(N)=O)c2N)C(C(=O)NCC2CCCO2)c2ccc(N(C)C)cc2)c1 (stereo unspecified),0.5,-6,-6,17,-3,-8,-0.1,-10,102
CCOc1ccc(C2C(C(=O)c3cccs3)=C(O)C(=O)N2CCCn2ccnc2)cc1 (stereo unspecified),0.1,0,4,0,x,-4,0.8,x,x
N#Cc1ccc(COC(=O)CSc2nnc(C3CCCCC3)n2N)cc1,-2.0,-5,-15,0,6,-8,-1.3,-6,105
CCC1(c2ccccc2)NC(=O)N(CC(=O)Nc2ccc(S(N)(=O)=O)cc2)C1=O (stereo unspecified),0.3,-6,6,4,4,-3,0.9,-7,101
C=CCn1c(=O)c2c(nc3n2CCCN3CCc2ccc(OC)c(OC)c2)n(C)c1=O,x,2,x,13,15,-11,x,-9,109
COc1ccc(/C=C/C(=O)OCC(=O)Nc2cc3oc4ccccc4c3cc2OC)cc1,0.9,-9,-17,-2,0,-12,0.6,-3,97
Cc1cccc(N(C)S(=O)(=O)c2nnc(NC(=O)c3ccco3)s2)c1,0.8,8,3,2,2,-9,1.5,1,98
Cc1ccccc1C(C(=O)NCc1ccco1)N(CC1CCCO1)C(=O)Cn1nnc2ccccc21 (stereo unspecified),-1.8,1,-13,7,-3,1,0.3,3,99
O=C(O)CC1(CC(=O)Nc2ccc(F)c(Cl)c2)CCCCC1,0.6,-8,-11,-4,2,-9,4.8,-3,105
O=C(OCC(=O)N1CCCCCC1)c1cccs1,-0.6,7,-5,36,-1,-1,0.8,-2,99
Nc1ccc2c(c1)COC2=O,0.6,-4,-18,3,2,-5,-0.3,5,100
CCN(CC)S(=O)(=O)c1cc(C(=O)OCC(=O)Nc2ccc(-c3nc4ccc(C)cc4s3)cc2)ccc1F,0.7,2,-2,18,2,-1,0.3,-6,106
COC(=O)c1ccc(NC(=O)NC2CCCCC2)cc1,1.0,-13,-10,23,0,-3,1.0,-5,101
COc1ccc(-n2c(C)cc(C(=O)COc3ccc(-n4cnnn4)cc3)c2C)cc1,0.3,2,-4,-8,-7,28*,0.8,-2,94

# Given with bars between the fields: 15 of the compounds above.
molecule | OXTR ag | PfM18AAP inh | OXTR potentiate | NALP1 yeast inh | MEKK2 mut-MEK5 | GPR7 antagonist | V1R ag counter | GalR3 antag | MEKK2 WT-MEK5
c1ccc(Cn2nnc(CNc3ccccc3)c2-c2c(CNc3ccccc3)nnn2Cc2ccccc2)cc1 | -1.4 | x | -13 | x | 1 | x | -0.6 | x | 93
Cc1nc2sccn2c(=O)c1S(=O)(=O)Nc1ccc(N2CCOCC2)c(Cl)c1 | 12 | 5 | -11 | 13 | -2 | -2 | 9.8 | x | 100
CCCCc1cc(=O)oc2cc(O)ccc12 | 1.9 | 0 | -1 | 10 | -2 | -3 | 2.0 | 5 | 102
Cc1cccc(N(C(=O)c2snc(C(N)=O)c2N)C(C(=O)NCC2CCCO2)c2ccc(N(C)C)cc2)c1 (stereo unspecified) | 0.5 | -6 | -6 | 17 | -3 | -8 | -0.1 | -10 | 102
CCOc1ccc(C2C(C(=O)c3cccs3)=C(O)C(=O)N2CCCn2ccnc2)cc1 (stereo unspecified) | 0.1 | 0 | 4 | 0 | x | -4 | 0.8 | x | x
N#Cc1ccc(COC(=O)CSc2nnc(C3CCCCC3)n2N)cc1 | -2.0 | -5 | -15 | 0 | 6 | -8 | -1.3 | -6 | 105
CCC1(c2ccccc2)NC(=O)N(CC(=O)Nc2ccc(S(N)(=O)=O)cc2)C1=O (stereo unspecified) | 0.3 | -6 | 6 | 4 | 4 | -3 | 0.9 | -7 | 101
C=CCn1c(=O)c2c(nc3n2CCCN3CCc2ccc(OC)c(OC)c2)n(C)c1=O | x | 2 | x | 13 | 15 | -11 | x | -9 | 109
COc1ccc(/C=C/C(=O)OCC(=O)Nc2cc3oc4ccccc4c3cc2OC)cc1 | 0.9 | -9 | -17 | -2 | 0 | -12 | 0.6 | -3 | 97
Cc1cccc(N(C)S(=O)(=O)c2nnc(NC(=O)c3ccco3)s2)c1 | 0.8 | 8 | 3 | 2 | 2 | -9 | 1.5 | 1 | 98
Cc1ccccc1C(C(=O)NCc1ccco1)N(CC1CCCO1)C(=O)Cn1nnc2ccccc21 (stereo unspecified) | -1.8 | 1 | -13 | 7 | -3 | 1 | 0.3 | 3 | 99
O=C(O)CC1(CC(=O)Nc2ccc(F)c(Cl)c2)CCCCC1 | 0.6 | -8 | -11 | -4 | 2 | -9 | 4.8 | -3 | 105
O=C(OCC(=O)N1CCCCCC1)c1cccs1 | -0.6 | 7 | -5 | 36 | -1 | -1 | 0.8 | -2 | 99
Nc1ccc2c(c1)COC2=O | 0.6 | -4 | -18 | 3 | 2 | -5 | -0.3 | 5 | 100
CCN(CC)S(=O)(=O)c1cc(C(=O)OCC(=O)Nc2ccc(-c3nc4ccc(C)cc4s3)cc2)ccc1F | 0.7 | 2 | -2 | 18 | 2 | -1 | 0.3 | -6 | 106

# (next part)
SMILES,OXTR ag,PfM18AAP inh,OXTR potentiate,NALP1 yeast inh,MEKK2 mut-MEK5,GPR7 antagonist,V1R ag counter,GalR3 antag,MEKK2 WT-MEK5
CCOCCCNC(=O)c1cn(C)c2ccc(S(=O)(=O)N3CCCC3)cc2c1=O,0.3,-4,1,11,3,-14,-0.7,0,98
O=C(CSc1nc(C(F)(F)F)cc(=O)[nH]1)Nc1cccc2ccccc12,-0.8,x,-2,x,x,x,-0.2,-3,x
O=C(COC(=O)CCNS(=O)(=O)c1ccc2c(c1)OCCO2)NC1CCCc2ccccc21 (stereo unspecified),-0.5,0,-21,1,4,-4,2.2,-1,115
COc1ccccc1CCC(=O)Nc1ccc(OC)c(S(=O)(=O)N2CCOCC2)c1,0.5,x,0,x,x,x,1.1,-6,x
CCOc1ccc(CCNC(=O)C2CCN(c3ccc(N4CCOCC4)nn3)CC2)cc1OCC,0.0,-2,-6,9,x,18,0.3,-4,x

# Screens deposited in PubChem BioAssay by several laboratories.
